BoNT A protease: BoNT A light chain protease inhibition; 0.17% of 360,000 active; AID 588499; inhibition, % at 10 µM; multiplex microsphere protease substrate cleavage, flow cytometry; further: plate controls were buffer without enzyme for full effect and enzyme alone for no effect
PfHsp40 yeast: rescue of PfHsp40-mediated yeast toxicity | S. cerevisiae expressing PfHsp40, growth rescue, ATP luminescence | growth rescue, % at 12.5 µM | 0.68% of 340,000 active | AID 504582; in the data active means growth rescue above about 28%, passing the limit was not always enough; inconclusive means no clear call, values can overlap the other calls;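 further: yeast W303a lacking pdr1 and pdr3 grown in galactose medium; growth measured after three days at 30 °C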
TcdB GH inh: inhibitors of Clostridioides difficile toxin B glycohydrolase; P18177; TcdB glycohydrolase enzymatic assay, plate reader; inhibition, % at 9.99 µM; 0.24% of 350,000 active; in the data active means inhibition above about 10%
Anthrax LF inh2: inhibitors of Bacillus anthracis lethal factor protease; P15917; inhibition, % at 10 µM; multiplex microsphere protease cleavage assay, LF; 0.12% of 360,000 active; further: plate controls were buffer without enzyme for full effect and enzyme alone for no effect
PrPC surface inh: inhibitors of human cell surface prion protein PrPC; P04156; TR-FRET read-out; inhibition, % at 13.8 µM; 0.43% of 370,000 active; in the data active means inhibition above about 24%; further: 0% = median of the test wells and 100% = reference compound wells
BoNT F protease: BoNT F light chain protease inhibition; Multiplex microsphere protease cleavage assay, flow cytometry; inhibition, % at 10 µM; 0.22% of 360,000 active; in the data active means inhibition above about 35%, passing the limit was not always enough; inconclusive means no clear call, values can overlap the other calls; further: plate controls were buffer without enzyme for full effect and enzyme alone for no effect
Y pestis TopoI: blocks Yersinia pestis topoisomerase I activity; activity, % at 10 µM; Y. pestis Topo-I cleavage product accumulation, plate reader; 0.064% of 360,000 active; AID 504884; in the data active means activity above about 50%, passing the limit was not always enough; inconclusive means no clear call, values can overlap the other calls; further: inactives centre near 2
CCHF vOTU inh: CCHFV vOTU protease inhibition; AID 651958; 0.55% of 370,000 active; Pep-AMC fluorescence; inhibition, % at 11.5 µM; in the data active means inhibition above about 30%; further: 0% = vehicle wells with enzyme and 100% = no enzyme wells
FadD28 binding: blocks FadD28 binding to the bisubstrate probe | fluorescence polarization | inhibition, % at 12.5 µM | 0.22% of 360,000 active | AID 588549; in the data active means inhibition above about 8.5%, passing the limit was not always enough; inconclusive means no clear call, values can overlap the other calls
* marks the source's active call; other numbers are inactive results; ? = inconclusive; nt = not tested or not shown. Unless noted, no stated cut-off is given here; in the data, active means inhibition above about 30%; inconclusive means no clear call, values can overlap the other calls; inactive means below that.

Order of results: TcdB GH inh	PfHsp40 yeast	BoNT F protease	BoNT A protease	Y pestis TopoI	FadD28 binding	PrPC surface inh	CCHF vOTU inh	Anthrax LF inh2
NS(=O)(=O)c1ccc(CCNC(=O)CSc2nc3ccccc3c(=O)n2CC2CCCO2)cc1 (stereo not given)
    -0.7	0.6	1	3.2	1	-2.8	-6	10	-1
Cc1ccc(C)c(NC(=O)CCCCCN2C(=O)[C@@H]3Cc4ccccc4CN3C2=O)c1
    -1.3	-0.7	1	1.1	7	0.8	-1	-1	-1
CCOc1ncccc1C(=O)N(CC)CC(=O)Nc1ccc(NC(C)=O)cc1
    -0.2	-1.8	0	-1.1	7	-1.6	-5	-14	-3
CCN1CCN(C(=S)c2ccc(Cl)c(Cl)c2)CC1
    nt	0.2	12	1.2	1	-9.0	0	1	4
COC(=O)c1ccc(NC(=O)CSc2nc(=O)n3cccc(C)c3n2)cc1
    -2.0	0.3	nt	nt	5	-2.6	1	22	nt
COc1ccc(S(=O)(=O)Cc2ccc(C(=O)N3CCOCC3)o2)cc1
    0.2	-1.5	-2	0.2	-6	-0.3	-4	-4	-16
CC[n+]1ccc(/C=C/c2ccc(N(C)C)cc2)c2ccccc21
    15*	4.4	-27	6.0	-38	0.6	-122	25	-6
Cc1ccc(CNS(=O)(=O)c2c(C)n(C)c(=O)n(C)c2=O)cc1
    0.5	-0.1	-30	-12	-11	1.0	-2	8	-11
Cc1nc(N)sc1-c1ccccc1
    9.1	-0.8	-9	-0.1	-5	0.3	-6	0	-1
COc1ccc(N2CCN(C(=O)C3Cc4ccccc4CN3C(=O)c3ccco3)CC2)cc1 (stereo not given)
    -0.1	0.3	-2	0.1	16	-0.3	-1	2	-2
O=C(O)CN1CCCCCC1=O
    0.4	0.9	3	0.4	-2	0.6	-3	8	-6
O=S1(=O)Nc2c(ccc3cccnc23)-c2ccccc21
    nt	19	-11	-2.8	4	-0.8	nt	nt	1
Cc1cc(C)n2nc(CC(=O)NCc3ccc(F)cc3)nc2n1
    nt	-0.4	-5	0.0	-5	-1.1	-5	-10	4
Cc1ccc(NC(=O)CN(C)C(=O)C(C)OC(=O)CNC(=O)c2ccc(Cl)c([N+](=O)[O-])c2)cc1 (stereo not given)
    0.4	-0.4	-3	7.5	10	0.3	-10	6	-6
FC(F)(F)c1ccccc1Cc1c(C2CCCCC2)nc2ccc(Br)cn12
    0.6	nt	0	0.1	nt	-5.2	0	22	1
CCOc1ccc(C2C(C(=O)OC)=CN(CCOC)C=C2C(=O)OC)cc1
    nt	0.2	-11	-0.6	9	1.0	-11	-296	1
O=C(NCC1CCN(Cc2ccccc2F)CC1)Nc1ccccc1F
    0.6	-2.2	-7	-1.6	5	nt	0	-16	-6
CCCC1(C(=O)OCC)NC(c2cc(OC)c(OC)c(OC)c2)C2C(=O)N(CC)C(=O)C21 (stereo not given)
    nt	0.7	2	1.1	22	-1.6	-2	-3	0
Cc1cccc(-c2nnc(NC(=O)c3ccc(Cl)cc3)o2)c1
    nt	-0.5	-9	-1.9	-4	0.7	-1	-4	-3
Clc1ccc(OCCSc2nnnn2C2CCCCC2)cc1
    nt	4.7	-9	0.3	?	-3.8	-6	-5	-2
COc1ccccc1S(=O)(=O)Cc1ccc(C(=O)N2CCN(c3ccc(C)cc3)C(C)C2)o1 (stereo not given)
    2.6	-0.2	-3	-0.2	6	-0.4	4	9	-1
O=c1ccc2cc(S(=O)(=O)NCCCc3ccccc3)ccc2[nH]1
    1.6	30*	18	-2.9	-3	-1.7	13	5	-13
CN(CC(=O)NCCc1ccc(S(N)(=O)=O)cc1)Cc1ccc(Cl)cc1Cl
    0.5	-1.2	4	-1.0	26	nt	8	15	3
CC(=O)Oc1ccc(C2(C)CC(C)(C)Oc3cc(OC(C)=O)ccc32)c(OC(C)=O)c1 (stereo not given)
    1.0	1.5	?	-2.7	28	-2.6	4	20	-3
CCNC(=S)NCCC1=c2ccccc2=N/C1=C\c1c(O)n(C)c(=O)n(C)c1=O
    0.4	0.7	?	-5.6	-4	-1.0	-3	-14	-13
O=c1[nH]c(=S)[nH]c2c1C(c1cccc(C(F)(F)F)c1)OC(CCc1ccccc1)C2 (stereo not given)
    -6.1	nt	-7	0.1	nt	nt	5	42*	5
COc1ccc(NC(=O)C(=S)NC2CCCCC2)cc1
    0.6	2.3	-4	0.0	-11	-1.0	5	12	1
COc1ccc(CNC(=O)CN2C(=O)NC(C)(c3ccc(Cl)cc3)C2=O)cc1 (stereo not given)
    0.3	0.8	4	0.3	2	-2.2	-2	-3	11
CCC(=O)Nc1c2c(nn1-c1ccc(OC)cc1)CS(=O)C2 (stereo not given)
    0.6	0.0	-4	0.1	0	1.3	-2	-5	-2
O=C(NCc1nnnn1-c1ccc(F)cc1)c1ccc([N+](=O)[O-])o1
    0.9	-0.4	-18	-4.3	-10	-2.2	4	2	1
Cc1c(CN(C)C(=O)c2nn(C)cc2[N+](=O)[O-])cnn1C
    nt	-1.5	-1	-1.3	5	-1.6	-1	0	-1
Oc1cccc(Nc2ncnc3ccccc23)c1
    1.6	1.1	-9	0.1	-13	0.0	6	-9	1
CC1Cc2ccccc2N1C(=O)COC(=O)c1cccc(Br)c1 (stereo not given)
    1.2	0.7	-5	0.4	9	-3.4	-5	5	4
Cc1cc(C(F)(F)F)nn1CC(=O)N(C)c1ccccc1
    -0.3	0.0	-2	-0.7	-3	-3.6	5	-5	-7
Oc1cccc(Nc2nc(N3CCOCC3)nc(N3CCOCC3)n2)c1
    1.3	-2.3	?	1.3	-2	-4.4	5	-10	-19
Cc1ccc(CN2CCN(Cc3ccccc3)CC2)cc1
    1.3	-0.6	-4	-0.9	7	-0.7	1	-4	-2
COc1ccccc1CN1C(=NC(=O)C2CCCCC2)SC2CS(=O)(=O)CC21 (stereo not given)
    1.2	-1.1	4	-3.0	-4	-0.7	-3	26	-4
O=C(CNc1cccc([N+](=O)[O-])c1)NCCCc1ccccc1
    0.2	0.9	-2	-2.4	-6	-4.0	-11	0	-1
CCOC(=O)N1CCN(C(=S)Nc2cc(OC)c(OC)cc2C(=O)OC)CC1
    -3.0	-0.4	-13	-1.6	-5	-3.2	3	1	-4
COc1ccc(CN(C)C(=O)c2cccc(S(=O)(=O)NCc3ccccc3)c2)cc1F
    1.8	nt	0	0.0	0	-0.6	4	-6	-1

Ordered by number of heavy atoms (low to high): part of the list above
Order of results: TcdB GH inh	PfHsp40 yeast	BoNT F protease	BoNT A protease	Y pestis TopoI	FadD28 binding	PrPC surface inh	CCHF vOTU inh	Anthrax LF inh2
O=C(CNc1cccc([N+](=O)[O-])c1)NCCCc1ccccc1
    0.2	0.9	-2	-2.4	-6	-4.0	-11	0	-1
CN(CC(=O)NCCc1ccc(S(N)(=O)=O)cc1)Cc1ccc(Cl)cc1Cl
    0.5	-1.2	4	-1.0	26	nt	8	15	3
COc1ccc(CN(C)C(=O)c2cccc(S(=O)(=O)NCc3ccccc3)c2)cc1F
    1.8	nt	0	0.0	0	-0.6	4	-6	-1

Already shown: two of the compounds above.
Order of results: TcdB GH inh	PfHsp40 yeast	BoNT F protease	BoNT A protease	Y pestis TopoI	FadD28 binding	PrPC surface inh	CCHF vOTU inh	Anthrax LF inh2
CCOC(=O)N1CCN(C(=S)Nc2cc(OC)c(OC)cc2C(=O)OC)CC1
    -3.0	-0.4	-13	-1.6	-5	-3.2	3	1	-4
COc1ccc(CN(C)C(=O)c2cccc(S(=O)(=O)NCc3ccccc3)c2)cc1F
    1.8	nt	0	0.0	0	-0.6	4	-6	-1

Next structures:
Order of results: TcdB GH inh	PfHsp40 yeast	BoNT F protease	BoNT A protease	Y pestis TopoI	FadD28 binding	PrPC surface inh	CCHF vOTU inh	Anthrax LF inh2
CN=c1scc(C)n1/N=C/c1cc(Br)c(O)c(Br)c1
    -141	1.4	-4	-0.1	-14	-2.1	3	7	-2
Cn1cnc([N+](=O)[O-])c1Oc1ccc2ccccc2c1
    nt	1.3	6	0.5	-4	-2.2	6	-3	1
N=C1C(c2nc3ccccc3s2)=C(O)CN1NC(=O)c1ccco1
    -0.1	0.9	-8	-0.7	1	-1.1	4	17	1
CN(C)Cc1n[nH]c(=O)c2ccccc12
    -0.5	-1.8	4	0.1	2	0.9	1	-3	0
CCOC(=O)c1[nH]c(C)c(C(=O)Nc2ccc(C)c(C)c2)c1C
    1.5	-0.5	-1	-0.5	-8	-2.9	4	-5	-5
CCC1CCCCN1C(=O)c1cc(COc2ccc3ncccc3c2)on1 (stereo not given)
    0.0	0.9	-3	-0.5	3	1.4	17	0	-6
CCN(CC)CCSc1nnc2c3ccccc3n(CCc3ccccc3)c2n1
    2.1	1.8	-14	-2.0	22	-0.6	-17	13	-2
Cc1cccc(CN2CCCN(Cc3ccc(Cl)cc3)S2(=O)=O)c1
    0.1	11	-10	-4.0	57*	-0.7	0	0	-4
Cc1cc(-c2cccc(Br)c2)c(C#N)c(N)n1
    2.0	1.1	-4	1.8	1	-2.8	44*	-16	5
Cc1ccc(N(C(=O)CCC(=O)Nc2ccccn2)C(C(=O)NC(C)C)c2ccc(F)cc2)cc1 (stereo not given)
    3.4	0.0	3	-1.8	12	-4.2	-7	7	0
CCCc1nc(-c2ccc(-c3ccc(F)cc3)cc2)no1
    nt	-0.2	-6	-0.9	0	-2.3	-1	5	5
CN(Cc1ccc(F)cc1)C(=O)CNC(=O)C1CCCCC1
    -2.0	0.5	10	1.3	2	0.8	2	3	1
Cc1nc2ccccc2c(=O)n1-c1cccc(O)c1
    nt	-0.1	-13	-1.2	6	0.8	-1	11	-1
CCOC(=O)C[C@H]1c2cc(F)ccc2S(=O)(=O)N1C1CCCCC1
    0.8	-0.3	-1	-0.2	3	-0.3	10	-6	2
COc1ccccc1C(=O)Nc1ccc(C2=NNC(=O)CC2C)cc1 (stereo not given)
    nt	-1.5	-2	-0.9	6	-1.6	0	-7	-2
Cc1ccc(CNC(=O)Cn2nnc(C(=O)Nc3cc(C)ccc3C)c2N)cc1
    0.3	0.2	-2	-0.1	0	-4.0	-3	10	-3
CCc1ccc(Nc2n[n+](-c3ccccc3)c(-c3cc(OC)c(OC)cc3Br)s2)cc1
    0.6	-1.0	-7	0.9	2	-3.8	-6	11	1
CCN1CCN(c2cc(N3CCc4ccccc4C3)c(F)cc2[N+](=O)[O-])CC1
    nt	0.4	-6	-0.7	4	-0.9	-22	10	-3
Cc1ccc(C(=O)N2CCCC(N3CCN(c4ccccc4C)CC3)C2)c(=O)[nH]1 (stereo not given)
    -0.6	0.3	1	1.2	3	-4.0	-8	-1	2
CCN(Cc1ccccc1)S(=O)(=O)c1c[nH]c(C(=O)OC)c1
    0.4	-1.4	0	-0.3	3	-2.9	0	-2	-7
COc1ccc(NC2=NCC(=O)N2c2ccccc2F)cc1
    nt	-0.7	19	1.4	4	-0.1	3	11	0
